TRb SRC2 PPI: disrupts binding of human TR beta to SRC2 | P10828 | 280,000 tested, 0.065% active | Potency, µM (highest dose often 106 µM), inactives show at the top dose activity change, negative = inhibition, hits mostly inhibitors | TRbeta-SRC2 peptide binding, fluorescence polarization; receptor liganded with 1 µM T3;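 further: plate controls were bound peptide for no effect and peptide without receptor for full effect; nearly all actives have a fitted effect of over 50% in size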
Target sequence (P10828 whole entry, looked up): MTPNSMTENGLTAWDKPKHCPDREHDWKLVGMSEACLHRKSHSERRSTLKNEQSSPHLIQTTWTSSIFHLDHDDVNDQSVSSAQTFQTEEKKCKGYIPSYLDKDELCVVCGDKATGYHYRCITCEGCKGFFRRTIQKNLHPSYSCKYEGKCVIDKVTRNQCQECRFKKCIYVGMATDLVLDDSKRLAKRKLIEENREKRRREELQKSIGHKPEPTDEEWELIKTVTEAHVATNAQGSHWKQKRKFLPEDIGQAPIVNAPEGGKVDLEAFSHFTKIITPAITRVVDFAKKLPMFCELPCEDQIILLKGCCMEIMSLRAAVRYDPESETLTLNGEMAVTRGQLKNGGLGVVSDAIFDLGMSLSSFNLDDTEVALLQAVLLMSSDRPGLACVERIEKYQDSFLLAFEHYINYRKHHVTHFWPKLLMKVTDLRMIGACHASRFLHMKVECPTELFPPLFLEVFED
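TRb LBD 0.6 uM + Texas Red SRC2 peptide 20 nM, 1 uM T3, Tris buffer w/ 5% DMSO; compound pinned, 5 h RT; FP read ex 555/em 632; normalized to unbound and bound controls.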
GLA spleen mod: inhibitors or activators of human alpha-galactosidase in spleen homogenate. P06280. human spleen homogenate, 4MU-alpha-Gal fluorescence, 40 min. Potency, µM (doses to about 80 µM), for inactives: at the highest dose activity change, negative = inhibition, actives largely listed as inhibitors. 240,000 tested, 0.008% active. AID 2107;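 further: 0% = enzyme with vehicle and -100% = no enzyme basal signal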
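Fluorogenic readout (Ex 365/Em 440 nm) of 4-methylumbelliferone released from 1 mM 4-MU-alpha-galactoside by spleen homogenate, 40 min at 37C, pH 5.0. Data normalized to no-enzyme and enzyme controls; Hill-equation AC50 from compound titrations.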
Tau fibril FP: tau fibrillization inhibition (FP). P10636. K18 P301L tau heparin fibrillization, Alexa594 FP, 6 h. Potency, µM (highest dose often 57.7 µM), for inactives: at the highest dose activity, negative = inhibition, hits mostly inhibitors. 280,000 tested, 0.39% active. AID 1468; further: nearly all actives have a fitted effect of over 55% in size
Target sequence (P10636 561-689 P618L limits assumed): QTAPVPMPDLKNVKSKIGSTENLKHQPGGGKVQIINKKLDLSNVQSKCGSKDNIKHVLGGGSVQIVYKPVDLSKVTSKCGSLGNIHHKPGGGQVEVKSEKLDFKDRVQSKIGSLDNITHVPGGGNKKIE
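K18 P301L tau (15 uM unlabeled/0.24 uM Alexa 594-labeled, final) + compound + heparin 20 uM final; 100 mM NaOAc pH 7; 6 hr 37 C; ThT 30 uM final added, 1 hr RT; FP ex 555/em 632 nm.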
Tau ThT inhib: tau fibrillization inhibition (ThT binding). P10636. recombinant tau K18 P301L, heparin-induced fibrillization, ThT fluorescence. Potency, µM (top dose mostly 57.4 µM), inactives show at the top dose activity, negative = inhibition, usual class: inhibitors. 270,000 tested, 2.1% active; further: nearly all actives have a fitted effect of over 55% in size
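Recombinant human tau K18 fragment […] carrying P301L, 15 uM unlabeled plus 0.24 uM Alexa 594-labeled, was fibrillized with 20 uM heparin in 100 mM sodium acetate pH 7 for 6 hr at 37 C; 30 uM ThT fluorescence read after 1 hr.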
Tau fluor counter: counter-screen for tau fibril formation inhibitors. tau K18 P301L (four-repeat tau fragment) Alexa594 fluorescence, heparin fibrillization. Potency, µM (highest dose often 57.7 µM), inactives show at the highest dose activity change, negative = decrease. 280,000 tested, 0.93% active; further: nearly all actives have a fitted effect of over 55% in size
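Human K18 P301L tau (15 uM unlabeled plus 0.24 uM Alexa 594-labeled, final) in 100 mM sodium acetate pH 7 was mixed with compound and 20 uM heparin and incubated 6 hr at 37 C.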
ALDH1A1 inh: ALDH1A1 (human) enzyme inhibition. P00352. Purified ALDH1A1, NADH fluorescence, propionaldehyde substrate. Potency, µM (top dose mostly 75.3 µM), for the others: at the highest dose activity, negative = inhibition, most hits filed as inhibitors. 220,000 tested, 7.3% active. AID 1030; active means well fitted inhibition curve with a large enough effect, not every such curve was filed as active; inconclusive means small, poorly fitted or top-dose-only effect, or another doubt; inactive means no such curve, though single readings can be large or run the other way;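 further: plate controls were no enzyme wells and a reference inhibitor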
Target sequence (P00352 whole entry, looked up): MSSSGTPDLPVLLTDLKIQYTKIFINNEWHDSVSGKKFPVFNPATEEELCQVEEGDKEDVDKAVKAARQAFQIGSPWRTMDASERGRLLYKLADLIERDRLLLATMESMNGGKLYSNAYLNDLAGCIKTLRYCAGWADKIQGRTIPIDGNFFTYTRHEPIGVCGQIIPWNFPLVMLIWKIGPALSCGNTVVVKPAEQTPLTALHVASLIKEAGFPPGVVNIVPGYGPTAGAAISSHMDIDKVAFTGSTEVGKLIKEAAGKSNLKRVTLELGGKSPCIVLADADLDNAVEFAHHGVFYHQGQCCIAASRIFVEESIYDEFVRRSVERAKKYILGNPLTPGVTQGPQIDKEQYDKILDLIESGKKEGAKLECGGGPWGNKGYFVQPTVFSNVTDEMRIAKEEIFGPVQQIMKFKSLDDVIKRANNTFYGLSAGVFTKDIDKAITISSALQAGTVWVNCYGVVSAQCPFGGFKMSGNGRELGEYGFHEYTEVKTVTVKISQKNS
L3MBTL1 inh: L3MBTL1 (human) inhibition; Q9Y468; AlphaScreen L3MBTL1–H3K9me1 peptide binding; Potency, µM (top dose mostly 57.1 µM), for the others: at the top dose activity, negative = inhibition, most hits filed as inhibitors; 230,000 tested, 0.66% active; further: nearly all actives have a fitted effect of over 60% in size
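First, the protein-peptide complex forms for 30 min at room temperature (L3MBTL1 50 nM, biotinylated H3K9me1 peptide 75 nM). Next, compounds are pin-transferred and incubated 30 min. Finally, AlphaScreen beads are added and read after 30 min.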
TexasRed fluor: counter-screen for TRb-SRC2 inhibitors: fluorescence interference | TRb/SRC2 Texas Red total fluorescence interference | Potency, µM (titrated, usually from 106 µM), inactives show at the highest dose fluorescence change, negative = quenching | 280,000 tested, 0.29% active | AID 1479; active means well fitted curve in either direction with a large enough effect; inconclusive means small, poorly fitted or top-dose-only effect
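Human TRb ligand-binding domain at 0.6 uM with 20 nM Texas Red SRC2 peptide in Tris buffer containing 1 uM T3 and 5% DMSO, incubated with compound 5 h at ambient temperature. Total fluorescence (555/632 nm) calculated as parallel + 2 × perpendicular.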
Active calls of the source: *; ? = inconclusive; . = not tested or not shown; & = joins results of further samples; [ ] = dose if it differs, or a comment. Unless noted, the call rests on the fitted dose curve; in most records, active means well fitted curve in the direction sought with a large enough effect; inconclusive means small, poorly fitted or top-dose-only effect, or another doubt; inactive means no such curve, though single readings can be large; an effect the other way counts as inactive or inconclusive. Unless noted, on the % scale 0 is the no-effect control and ±100 the full control effect; potency means the concentration at half of the fitted maximal effect.

[1] CCCC(=O)Nc1cccc(-c2cn3c(C)csc3n2)c1
[2] COc1ccc(N2CCN(C(=O)c3cc4c(=O)n(Cc5ccco5)ccc4nc3C)CC2)cc1
[3] CCNC(=O)COc1ccc(S(=O)(=O)Nc2ccccc2)cc1
[4] CCCCNC(=O)c1onc(CSc2ccc(C(C)C)cc2)c1C(=O)O
[5] CN1CCN(c2oc(COc3ccc(-c4ccccc4)cc3)nc2C#N)CC1
[6] O=C(c1cc2sccc2n1Cc1ccc(F)cc1)N1CCc2ccccc21
[7] CCCC(C)NCC(=O)Nc1ccccc1-c1ccccc1 (stereo unspecified)
[8] c1ccc2c(-c3cc(C4CCNCC4)[nH]n3)cccc2c1
[9] O=C(c1ccccc1NS(=O)(=O)c1cccc2cccnc12)N1CCOCC1
[10] O=C(/C=C/c1ccccc1)NCCN1CCOCC1

assay / entry | 1 | 2 | 3 | 4 | 5 | 6 | 7 | 8 | 9 | 10
TRb SRC2 PPI | -5% | 9% | -9% | 4% | -16% | -9% | 3% | -3% | 8% | 6%
GLA spleen mod | . | . | -4% | 1% | -18% | -2% | 12% | -5% | -20% | -6%
Tau fibril FP | -1% | 11% | 8% | 3% | 8% | 4% | 8% | 5% | -9% | -12%
Tau ThT inhib | -11% | -12% | 1% | -2% | ? | ? | -12% | 6% | -2% | 0%
Tau fluor counter | -6% | -7% | -1% | 1% | -17% | -23% | -3% | 6% | -9% | -2%
ALDH1A1 inh | . | . | 7% | 1% | -14% | -9% | ? | -5% | 13% | 1%
L3MBTL1 inh | . | . | . | 2% | -24%[11.4 µM] | 0% | . | 5% | . | -13%
TexasRed fluor | -1% | -21% | -2% | 3% | -2% | 4% | 3% | -5% | 1% | -1%

[11] Cc1cc(/C=N/NC(N)=S)c(C)n1-c1cccc(Cl)c1
[12] Cc1nn(-c2ccccn2)c2nc(-c3cccs3)cc(C(=O)NCc3ccco3)c12
[13] C=CCn1c(SCc2ccc(C(=O)OC)cc2)nnc1-c1sc(N)nc1C
[14] CCN(CC)c1cc2c(cc1F)c(=O)c(S(=O)(=O)c1cccc(C)c1)cn2C
[15] COc1ccc(NC(=O)Nc2ccc3c(c2)CCC3)cc1OC
[16] Cc1cc(NC(=O)CSc2nc(CCC3CCCC3)nc3ccccc23)no1
[17] CCCCN(CCCC)S(=O)(=O)c1ccc(NS(=O)(=O)c2ccc(NC(C)=O)cc2)cc1
[18] CC(=O)c1ccc(NC(=O)c2cc(S(=O)(=O)N3CCCCCC3)cn2C)cc1
[19] COc1ccccc1C(=O)Nc1nnn(C)n1
[20] CCN(CC)S(=O)(=O)c1ccc(N=Nc2c(C)[nH]n(C(N)=S)c2=O)cc1

assay / entry | 11 | 12 | 13 | 14 | 15 | 16 | 17 | 18 | 19 | 20
TRb SRC2 PPI | 0% | 2% | -9% | -20% | -4% | 0% | 13% | -2% | 1% | -15%
GLA spleen mod | -4% | 15% | -5% | . | -14% | -2% | 4% | . | -4% | -6%
Tau fibril FP | 1% | 6% | 3% | 2% | -4% | -13% | 22µM* | -7% | 1% | 1%
Tau ThT inhib | -16% | ? | -9% | 14% | -10% | -13% | ? | -1% | -4% | ?
Tau fluor counter | -18% | -13% | -11% | 11% | -22% | -13% | ? | -10% | 1% | -17%
ALDH1A1 inh | 25µM* | ? | ? | . | 4% | ? | -12% | . | 11% | 7.9µM*
L3MBTL1 inh | -14% | . | 22% | . | 12% | -1% | . | . | -5% | 19%
TexasRed fluor | -1% | -2% | -4% | 15% | 2% | 0% | 1% | -2% | 1% | -2%

[21] CCOC(=O)c1ccc(Nc2ncnc3ccc(C)cc23)cc1
[22] C[N+](C)(C)CCCC(=O)c1ccc2c(c1)OCO2
[23] Cc1cc(NC(=O)COc2cccc(Oc3ccccc3)c2)no1
[24] Cc1cc(C)c(NC(=O)C2CCN(c3nnc(C)c4c(C)n(-c5ccccc5)nc34)CC2)c(C)c1
[25] Cc1ccc(S(=O)(=O)C(CNS(=O)(=O)c2cc(F)ccc2F)c2cccs2)cc1 (stereo unspecified)
[26] O=C(COC(=O)c1ccccc1Br)NCc1ccccc1
[27] Cc1ccc(-c2nnc(N3CCN(C(=O)Cn4c(=O)n(C)c5ccccc54)CC3)c3ccccc23)cc1
[28] CC(C)(C)c1ccc(C(=O)Nc2ccc(N3CCOCC3)cc2)cc1
[29] CC(=NC(C)C)C1=C(O)CCC1=O
[30] Cc1ccc(F)c(NC(=O)c2ccc(Cn3cc(Cl)cn3)cc2)c1

assay / entry | 21 | 22 | 23 | 24 | 25 | 26 | 27 | 28 | 29 | 30
TRb SRC2 PPI | 4% | -4% | -4% | -9% | -14% | 1% | -3% | 1% | -1% | 8%
GLA spleen mod | 6% | 6% | 1% | . | . | -11% | -5% | 5% | 6% | 1%
Tau fibril FP | -4% | 6% | 2% | -7% | 4% | -3% | -1% | -12% | 9% | 1%
Tau ThT inhib | 0% | -8% | -5% | -17% | -8% | -3% | -14% | 4.5µM* | 2% | 9%
Tau fluor counter | -8% | 5% | -9% | -10% | -21% | -1% | -13% | ? | 5% | 4%
ALDH1A1 inh | ? | ? | 6% | . | . | 7% | ? | -4% | 9% | ?
L3MBTL1 inh | 1% | 0% | -2% | . | . | 7% | . | . | 5% | 3%
TexasRed fluor | -2% | 1% | -2% | -2% | -1% | -1% | 2% | -5% | -3% | 6%

Five compounds drawn at random from those above:
[23] Cc1cc(NC(=O)COc2cccc(Oc3ccccc3)c2)no1
[22] C[N+](C)(C)CCCC(=O)c1ccc2c(c1)OCO2
[21] CCOC(=O)c1ccc(Nc2ncnc3ccc(C)cc23)cc1
[27] Cc1ccc(-c2nnc(N3CCN(C(=O)Cn4c(=O)n(C)c5ccccc54)CC3)c3ccccc23)cc1
[25] Cc1ccc(S(=O)(=O)C(CNS(=O)(=O)c2cc(F)ccc2F)c2cccs2)cc1 (stereo unspecified)

assay / entry | 23 | 22 | 21 | 27 | 25
TRb SRC2 PPI | -4% | -4% | 4% | -3% | -14%
GLA spleen mod | 1% | 6% | 6% | -5% | .
Tau fibril FP | 2% | 6% | -4% | -1% | 4%
Tau ThT inhib | -5% | -8% | 0% | -14% | -8%
Tau fluor counter | -9% | 5% | -8% | -13% | -21%
ALDH1A1 inh | 6% | ? | ? | ? | .
L3MBTL1 inh | -2% | 0% | 1% | . | .
TexasRed fluor | -2% | 1% | -2% | 2% | -1%

The main list resumes, starting 4 compounds before the break.
[27] Cc1ccc(-c2nnc(N3CCN(C(=O)Cn4c(=O)n(C)c5ccccc54)CC3)c3ccccc23)cc1
[28] CC(C)(C)c1ccc(C(=O)Nc2ccc(N3CCOCC3)cc2)cc1
[29] CC(=NC(C)C)C1=C(O)CCC1=O
[30] Cc1ccc(F)c(NC(=O)c2ccc(Cn3cc(Cl)cn3)cc2)c1
[31] O=C(N/C(=C/c1ccccc1)C(=O)N1CCCCCC1)c1ccccc1
[32] COc1ccccc1C(C)NCC(=O)Nc1c(F)cccc1F (stereo unspecified)
[33] COc1ccc(CC(=O)Nc2nnc(C(C)(C)C)s2)cc1OC
[34] CS(=O)(=O)N(CC(=O)N1CCCCC1)c1sc2c(c1C#N)CCCC2
[35] Cc1[nH]c2ccccc2c1-c1ccc(Cl)nn1
[36] S=C(NCc1ccco1)N1CCN(c2nc(-c3ccccc3)cs2)CC1
[37] C=C1/C(=C\C=C2/CCC[C@]3(C)C([C@H](C)CCCC(C)(C)O)CC[C@@H]23)C[C@@H](O)C[C@@H]1O (stereo partly specified)
[38] C=CCNC(=S)NNC(=O)Cn1c(-c2ccccc2)cc(=O)n2ncnc12
[39] Cc1ccc(C(=O)/C=C/C(=O)c2ccc(C)cc2)cc1
[40] c1ccc(Sc2ncnc3c2oc2ccccc23)nc1

assay / entry | 27 | 28 | 29 | 30 | 31 | 32 | 33 | 34 | 35 | 36 | 37 | 38 | 39 | 40
TRb SRC2 PPI | -3% | 1% | -1% | 8% | -1% | -8% | 6% | -2% | -4% | -1% | 8%&1% | 3% | 10% | 8%
GLA spleen mod | -5% | 5% | 6% | 1% | -3% | -4% | -2% | 8% | -6% | -6% | -19%&5% | -3% | 17% | 3%
Tau fibril FP | -1% | -12% | 9% | 1% | -8% | 2% | 3% | -4% | 9% | 2% | ? | 5% | -7% | 5%
Tau ThT inhib | -14% | 4.5µM* | 2% | 9% | 8% | -2% | 3% | -6% | -16% | ? | ? | 14% | -10% | -10%
Tau fluor counter | -13% | ? | 5% | 4% | 1% | -6% | 9% | -6% | -6% | ? | -6%&-13% | 14% | 3% | 1%
ALDH1A1 inh | ? | -4% | 9% | ? | ? | 2% | -10% | 1% | -5% | ? | -2%&-5% | . | 0.89µM* | 2%
L3MBTL1 inh | . | . | 5% | 3% | . | . | 0% | 7% | -12% | -23% | . | 5% | 13% | .
TexasRed fluor | 2% | -5% | -3% | 6% | -2% | -5% | -2% | 1% | -1% | -1% | -2%&-1% | 2% | -3% | 0%

[41] O=S(=O)(Nc1ncccn1)c1ccc(NC(=S)Nc2cccc(Cl)c2)cc1
[42] Cc1ccccc1OCC(=O)Nc1ccc2nc(SCC(=O)N3CCc4ccccc43)sc2c1
[43] CC(=O)Nc1ccc2[nH]c(C)c(CC=C(Cl)Cl)c(=O)c2c1
[44] Cn1cnnc1Sc1ccc(/C=C/C(=O)c2ccc(O)cc2)cc1[N+](=O)[O-]
[45] COc1ccc(C(=O)COC(=O)CCC(=O)c2cccs2)cc1
[46] CCOC(=O)c1c(C)[nH]c(CCC(=O)NCCCN2CCN(c3cc(Cl)ccc3C)CC2)c1C
[47] Cc1ccccc1S(=O)(=O)/N=C(/c1ccccc1)N1CCOCC1
[48] CCCCCn1c(=O)[nH]c2cc(C(=O)O)ccc2c1=O

assay / entry | 41 | 42 | 43 | 44 | 45 | 46 | 47 | 48
TRb SRC2 PPI | -2% | 4% | 2% | -12% | 11% | -9% | 0% | 5%
GLA spleen mod | 9% | . | 6% | -4% | -10% | . | -8% | -2%
Tau fibril FP | -8% | -1% | 7% | 2% | 3% | 14% | 2% | 6%
Tau ThT inhib | -4% | -15% | -14% | 14µM* | ? | ? | -2% | 3%
Tau fluor counter | -26% | -2% | -11% | ? | -8% | ? | -1% | 2%
ALDH1A1 inh | ? | . | -3% | -2% | -2% | . | 2% | ?
L3MBTL1 inh | 8% | . | . | 5% | 10% | . | 8% | -2%
TexasRed fluor | 3% | -19% | -2% | -8% | 0% | 0% | -3% | -8%
